Source: PubChem BioAssay (several laboratories)
Mcl1-Noxa inh: disrupts binding of human Mcl-1 to Noxa peptide. AID 1022. TR-FRET Mcl-1/Noxa peptide binding, 2 h. inhibition, % at 21.7 µM. 220,000 compounds, 1.5% hits;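 active = compounds that cut the protein-peptide binding signal by more than 50% relative to plate controls in a single-dose test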;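 also: His-tagged Mcl-1 with rhodamine Noxa BH3 peptide and terbium anti-His antibody; 0% = Mcl-1 plus Noxa peptide wells and 100% = peptide-only wells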
Target sequence (Q07820 whole entry, looked up): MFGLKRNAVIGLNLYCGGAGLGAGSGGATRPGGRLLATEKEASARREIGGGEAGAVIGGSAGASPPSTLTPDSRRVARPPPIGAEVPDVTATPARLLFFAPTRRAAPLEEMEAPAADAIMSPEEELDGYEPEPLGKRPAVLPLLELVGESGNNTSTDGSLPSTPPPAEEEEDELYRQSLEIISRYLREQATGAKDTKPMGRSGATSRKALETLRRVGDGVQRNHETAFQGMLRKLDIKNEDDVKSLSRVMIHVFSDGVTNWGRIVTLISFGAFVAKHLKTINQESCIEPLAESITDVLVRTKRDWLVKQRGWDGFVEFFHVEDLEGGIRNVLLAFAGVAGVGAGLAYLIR
Pf gametocyte: P. falciparum stage V gametocyte viability inhibition | P. falciparum stage V gametocytes, ATP luminescence, 24 h | inhibition, % at 10.9 µM | 150,000 compounds, 0.065% hits | AID 743093;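 active = inhibition above the mean plus 3 SD of compounds within the control limits, set per campaign, cut at about 38% in these data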;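 also: 0% = DMSO wells and 100% = medium only without gametocytes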
GSH fluor: GSH bead compound fluorescence profile; GSH beads flow cytometry, compound fluorescence 488/530 nm; hits give high values; fluorescence (KMESF) at 10 µM; 190,000 compounds, 0.25% hits; in the data active = fluorescence above about 89;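 also: glutathione beads carrying GST-tagged Bcl family fusion proteins plus one bare bead set; values are compound well signal with DMSO vehicle wells as background; inactives centre near 16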
RGS4-Gao reg: human RGS4-Galphao interaction regulation; Multiplexed bead flow cytometry, RGS4-Galphao binding; actives lie on both sides; binding response (% of control), % at 10 µM; 220,000 compounds, 0.33% hits; in the data active = binding response below about 49% or above about 150%; inactive = in between;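 also: fluorescent Galphao activated with aluminum fluoride binding bead-coupled RGS4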
Target sequence (P09471 whole entry, looked up): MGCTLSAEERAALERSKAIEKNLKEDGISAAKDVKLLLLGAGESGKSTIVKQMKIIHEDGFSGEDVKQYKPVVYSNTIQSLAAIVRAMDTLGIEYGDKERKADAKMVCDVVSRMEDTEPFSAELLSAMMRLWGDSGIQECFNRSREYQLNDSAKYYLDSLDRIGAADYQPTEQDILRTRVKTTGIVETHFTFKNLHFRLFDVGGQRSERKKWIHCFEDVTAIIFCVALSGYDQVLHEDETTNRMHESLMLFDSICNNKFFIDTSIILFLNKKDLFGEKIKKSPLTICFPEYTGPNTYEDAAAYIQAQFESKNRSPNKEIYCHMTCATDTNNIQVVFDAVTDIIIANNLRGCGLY
ABCG2 block: inhibitors of human ABCG2 transporter, ABCB1 counter-screen; Q9UNQ0; IgMXP3 cells, JC-1 efflux, flow cytometry; inhibition, % at 6.6 µM; 190,000 compounds, 0.1% hits; AID 1325;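 active = inhibition above 80%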;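 also: 0% = DMSO and 100% = nicardipine control wells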
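Test system: ABCG2 IgMXP3 and barcoded ABCB1 CCRF-Adr cell mix; Schedule: cells with compound and JC-1, 10 min at 25 °C, rotating, no wash; Technique: flow cytometry of retained JC-1 fluorescence; Measure: % inhibition of efflux relative to nicardipine and DMSO; Controls: nicardipine high and DMSO low controls.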
Bim-Mcl-1: inhibitors of Bim-Mcl-1 interaction, human. inhibition, % at 10 µM. Q07820. 190,000 compounds, 0.1% hits. Bead-based flow cytometry, Bim peptide-Mcl-1 binding. AID 1009; in the data active = inhibition above about 40%;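 also: 0% = no compound tracer wells and 100% = peptide blocker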
RGS8-Gao: modulates binding of RGS8 to human Galphao. P09471. multiplexed bead flow cytometry; actives lie on both sides. response (percent of control binding), % at 10 µM. 220,000 compounds, 0.34% hits. AID 1423; in the data active = response below about 60% or above about 140%; inactive = in between;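 also: Galphao activated as the GDP aluminium fluoride complex binding bead-coupled RGS8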
Avidin fluor: compound fluoresces at 488/530 nm on avidin beads; compound fluorescence 488/530 nm, flow cytometry; hits give high values; fluorescence (KMESF) at 10 µM; 220,000 compounds, 0.38% hits; AID 1775; in the data active = fluorescence above about 47; also: inactives centre near 10
Mcl1 Bid PPI: Mcl-1/Bid interaction inhibition | 220,000 compounds, 0.97% hits | Q07820 | inhibition, % at 21.7 µM | TR-FRET Mcl-1/Bid-Dy647 peptide binding, 1536-well | AID 1021;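 active = compounds that cut the binding signal by more than half at the single screening dose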;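 also: His-tagged Mcl-1 with europium anti-His antibody binding Bid BH3 peptide; 0% = Mcl-1 plus peptide wells and 100% = peptide-only wells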
ABCB1 inh: blocks JC-1 efflux by human ABCB1 transporter | P08183 | CCRF-Adr cells, flow cytometry | inhibition, % at 6.6 µM | 190,000 compounds, 0.067% hits | AID 1326; in the data active = inhibition above about 40%;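 also: 0% = vehicle and 100% = reference inhibitor; higher value means more JC-1 retained so stronger ABCB1 efflux block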
RGS7-Gao: modulates binding of RGS7 to human Galphao | P09471 | Multiplexed bead flow cytometry; actives lie on both sides | binding response (% of control), % at 10 µM | 220,000 compounds, 0.35% hits; in the data active = binding response below about 49% or above about 150%; inconclusive = no clear call, values can overlap the other calls; inactive = in between;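 also: fluorescent Galphao held in activated GDP-AlF4 state binding bead-coupled RGS7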
The depositor's hits bear a star; ? = inconclusive; nt = no result given. Rows are unselected; about 3.3% have a hit in one of these screens.

SMILES | Mcl1-Noxa inh | Pf gametocyte | GSH fluor | RGS4-Gao reg | ABCG2 block | Bim-Mcl-1 | RGS8-Gao | Avidin fluor | Mcl1 Bid PPI | ABCB1 inh | RGS7-Gao
O=C(Cc1ccccc1)N/N=C/c1cccn1-c1ccc([N+](=O)[O-])cc1 | 7 | -11 | 7 | 84 | 30 | 12 | 83 | 5 | -33 | 1.4 | 96
CCOC(=O)C1C(c2ccccc2)C(C(=O)OCC)C1c1ccccc1 (stereo unspecified) | -8 | 32 | 15 | 97 | 0 | -2 | 104 | 4 | -10 | -0.6 | 96
Cc1ccc(COC(=O)c2ccc3c(c2)C(=O)N(CCCN2CCOCC2)C3=O)cc1 | 9 | -23 | 13 | 102 | 0 | 3 | 100 | 12 | -8 | 0.5 | 96
c1ccc(Oc2cccc(OCCCCSc3ncccn3)c2)cc1 | 13 | nt | 11 | 103 | 1 | 1 | 101 | 9 | 3 | 0.1 | 98
COc1ccc(/C=N/N=C2\SC(CC(=O)O)C(=O)N2c2ccccc2)cc1 (stereo unspecified) | 0 | -8 | 5 | 102 | -1 | 0 | 100 | 13 | -12 | -0.4 | 94
COCCNCCCOc1ccc(Cl)cc1Br | 25 | 4 | 25 | 99 | 3 | 1 | 101 | 11 | 26 | 0.9 | 100
Cc1cccc(-n2nc([N+](=O)[O-])c(=NCc3cccnc3)n2O)c1 | -13 | nt | 16 | 100 | 6 | 9 | 97 | 20 | -7 | 0.7 | 98
CCn1c(P(C)(=O)O)nc2cc(NC(=O)c3ccccc3Cl)ccc21 | 1 | 3 | 14 | 102 | 1 | 3 | 102 | 5 | -25 | -0.1 | 98
Cc1ccccc1NC(=O)/C(=C/c1cccs1)NC(=O)c1ccco1 | 5 | -5 | 19 | 105 | 4 | -14 | 103 | 7 | -8 | 0.1 | 106
O=C(c1ccc([N+](=O)[O-])cc1)N1CCCC1 | 5 | -17 | nt | 103 | nt | nt | 100 | 7 | -5 | nt | ?
C=CC(C)Sc1nc2c(c(=O)n(C)c(=O)n2C)n1Cc1ccccc1Cl (stereo unspecified) | -2 | nt | 18 | 101 | -2 | -1 | 104 | 7 | -7 | -1.1 | 94
CCOC(=O)N1CCN(C(=O)CN(c2cccc(C)c2)S(=O)(=O)c2ccc(C)cc2)CC1 | -14 | nt | 25 | 102 | -2 | -6 | 100 | 11 | -13 | 1.7 | 101
O=C(c1ccc2snnc2c1)N1CCSCC1 | 8 | nt | 28 | 103 | 15 | -7 | 102 | 32 | -3 | 1.0 | 101
COc1ccc(/C=C(\NC(=O)c2ccccc2)C(=O)OC[C@@H]2CCC[N+]3(C)CCCCC23)cc1OC (stereo partly specified) | 10 | -3 | 11 | 105 | 0 | 0 | 105 | 6 | -34 | 0.8 | 105
COc1ccc(C(C)(C)C)cc1S(=O)(=O)N1CCN(C)CC1 | 15 | -15 | 34 | 102 | -1 | -6 | 100 | 26 | -2 | -0.2 | 103
Cc1ccc(C)c2[nH]c(=O)c(CCNC(=O)CC(C)C)cc12 | -1 | nt | 16 | 106 | -1 | 0 | 102 | 9 | 5 | -1.3 | 108
CC1CC(C)CN(C(=O)CSC2=Nc3ccccc3C3=NC(Cc4c[nH]c5ccccc45)C(=O)N23)C1 (stereo unspecified) | 7 | nt | 19 | 105 | 18 | 3 | 102 | 7 | -15 | 1.6 | 102
COc1cccc(OC)c1C(=O)NC(C)c1ccccc1 (stereo unspecified) | -22 | nt | 21 | 100 | 1 | -1 | 100 | 18 | -6 | 1.1 | 99
COCC(=O)Nc1nnc(-c2cccs2)s1 | 18 | nt | 11 | 108 | 9 | -12 | 105 | 35 | 7 | 0.6 | 110
O=C(CSc1nnc(-c2ccc(O)cc2)o1)Nc1ccc2c(c1)OCCO2 | 13 | nt | 10 | 99 | 3 | 0 | 100 | 16 | -20 | 0.3 | 101
C(=N\Nc1ncnc2sc3c(c12)CCC3)/c1cccs1 | -47 | -7 | 31 | 101 | 9 | -1 | 100 | 13 | -85 | 1.0 | 97
CC(NC(=O)COC(=O)Cc1ccsc1)c1ccccc1 (stereo unspecified) | -5 | 14 | 12 | 94 | 0 | -3 | 102 | 3 | -24 | -0.1 | 92
CCNc1nc(N)nc(Oc2ccc(OCCOc3ccc(Cl)cc3Cl)nn2)n1 | 11 | nt | 35 | 102 | 10 | 0 | 103 | 14 | -30 | 0.2 | 98
CCOCCCNC(=O)N[C@H](C(=O)OC)C(C)CC (stereo partly specified) | -13 | 2 | nt | 100 | nt | nt | 103 | 6 | -6 | nt | ?
COc1ccccc1Oc1cc(-n2nc(C)cc2C)ncn1 | 0 | 0 | 17 | 100 | 2 | -18 | 104 | 4 | 2 | 0.8 | 99
Next structures:
SMILES | Mcl1-Noxa inh | Pf gametocyte | GSH fluor | RGS4-Gao reg | ABCG2 block | Bim-Mcl-1 | RGS8-Gao | Avidin fluor | Mcl1 Bid PPI | ABCB1 inh | RGS7-Gao
O=C(Nc1cc(C(F)(F)F)ccc1Cl)c1ccc(NC(=O)C(F)(F)F)cc1 | 6 | nt | 9 | 99 | -1 | 0 | 102 | 4 | -10 | -1.7 | 98
CCc1ccc(NC(=O)CSc2nnc(Cc3cccn3C)n2-c2ccc(OC)cc2)cc1 | 3 | nt | 12 | 101 | 24 | -1 | 99 | 16 | -26 | 3.0 | 102
C=CCn1c(SCC(=O)Nc2ccccc2)nc2scc(-c3cccs3)c2c1=O | 17 | -39 | 21 | 102 | 2 | 0 | 104 | 14 | 9 | 1.4 | 99
CC1CCN(Cc2c(O)ccc3c2O/C(=C\c2ccco2)C3=O)CC1 | 56* | nt | 20 | 94 | 3 | 2 | 106 | 4 | -12 | 0.1 | 98
COc1ccc(C(=O)COC(=O)c2cc(S(=O)(=O)NCc3ccccc3)ccc2O)cc1 | 21 | nt | 17 | 104 | 0 | 0 | 102 | 9 | -18 | 0.0 | ?
O=C(O)CSc1nc(-c2ccc(Cl)cc2)nc2c1oc1ccccc12 | 18 | 12 | 26 | 95 | 15 | -3 | 89 | 2 | 18 | -0.1 | 98
Cc1ccc(NC(=O)c2cc3c(=O)oc4ccc(C)cc4c3s2)nc1 | -23 | nt | nt | 98 | nt | nt | 102 | 7 | 49 | nt | ?
Cn1c(CCC(=O)OCC(=O)NCc2ccc3c(c2)OCO3)nc(=O)c2ccccc21 | 7 | 8 | 19 | 102 | 2 | nt | 102 | 23 | -4 | 0.8 | 106
CCC(CC)C(=O)Nc1cccc(C(=O)Nc2ccc3c(c2)OCO3)c1 | 5 | -40 | 20 | 90 | 9 | 1 | 95 | 10 | -1 | 1.0 | 90
CCCS(=O)(=O)C(=C(Nc1ccccc1)Nc1ccccc1)S(=O)(=O)CCC | 14 | -9 | 15 | 100 | 2 | -1 | 101 | 8 | 4 | 0.7 | 98
CCCC(=O)N(c1ccc(OCC)cc1)C1C=CS(=O)(=O)C1 (stereo unspecified) | 16 | nt | 12 | 104 | 2 | 0 | 103 | 9 | 1 | 0.3 | 102
CCN(CC)CC(=O)NN(Cc1ccccc1)c1ccccc1 | 3 | -2 | nt | 99 | nt | nt | 98 | 8 | 21 | nt | ?
CC(=O)c1ccc(-c2ccccc2OC(F)(F)F)o1 | -9 | 26 | nt | 110 | nt | nt | 106 | 8 | -1 | nt | ?
CC(C)Cc1nnc(NC(=O)c2ccncc2)s1 | 10 | nt | 16 | 96 | 7 | 0 | 100 | 16 | -13 | 1.0 | 94
OC(COc1ccc2c(c1)OCO2)CN1CCc2ccccc2C1 (stereo unspecified) | 5 | nt | 11 | 94 | -6 | -2 | 95 | 10 | -38 | -3.5 | 92
COc1ccc(-c2ccnc(-c3ccc(O)cc3)n2)cc1 | 12 | -12 | 22 | 95 | 7 | 1 | 97 | 11 | -12 | 0.1 | 94
Brc1ccc2[nH]c3c(N4CCc5ccccc5C4)ncnc3c2c1 | -12 | nt | 9 | 101 | 0 | 0 | 100 | 19 | -12 | 0.8 | 103
CC(=O)NC1(C(F)(F)F)NC(=O)N(c2ccc(F)cc2)C1=O (stereo unspecified) | 1 | 16 | 17 | 99 | 1 | -2 | 101 | 8 | -21 | 0.1 | ?
Cc1cc(=O)[nH]c(NCCO)n1 | 12 | -2 | 69 | 92 | -2 | -2 | 96 | 12 | -23 | -0.3 | 94
CC1=C(C)C(c2ccccc2)NC(=S)N1 (stereo unspecified) | -13 | nt | 5 | 95 | 0 | -10 | 92 | 1 | -58 | 0.1 | 111
CCOC(=O)/C(O)=C(\C#N)c1nc2ccccc2[nH]1 | -15 | nt | 9 | 98 | 1 | 0 | 99 | 13 | -65 | -1.0 | ?
CN1CCC(=C(c2ccc(Cl)cc2)c2ccccn2)CC1 | 1 | nt | nt | 101 | nt | nt | 101 | 5 | -18 | nt | ?
COC(=O)C(Cc1ccc(O)cc1)NC(=O)C(CC(=O)OC(C)(C)C)NC(=O)OC(C)(C)C (stereo unspecified) | 5 | 24 | 13 | 105 | 2 | 0 | 103 | 6 | -57 | 1.7 | 101
COC(=O)c1ccc(S(=O)(=O)NCCSc2nnc3c4ccccc4n(C)c3n2)cc1 | 20 | nt | 7 | 99 | 4 | 0 | 99 | 11 | -11 | 0.9 | 100

Laid out differently: entries from further up.
Molecule,Mcl1-Noxa inh,Pf gametocyte,GSH fluor,RGS4-Gao reg,ABCG2 block,Bim-Mcl-1,RGS8-Gao,Avidin fluor,Mcl1 Bid PPI,ABCB1 inh,RGS7-Gao
Brc1ccc2[nH]c3c(N4CCc5ccccc5C4)ncnc3c2c1,-12,nt,9,101,0,0,100,19,-12,0.8,103
CC(=O)NC1(C(F)(F)F)NC(=O)N(c2ccc(F)cc2)C1=O (stereo unspecified),1,16,17,99,1,-2,101,8,-21,0.1,?
Cc1cc(=O)[nH]c(NCCO)n1,12,-2,69,92,-2,-2,96,12,-23,-0.3,94
CC1=C(C)C(c2ccccc2)NC(=S)N1 (stereo unspecified),-13,nt,5,95,0,-10,92,1,-58,0.1,111
CCOC(=O)/C(O)=C(\C#N)c1nc2ccccc2[nH]1,-15,nt,9,98,1,0,99,13,-65,-1.0,?
CN1CCC(=C(c2ccc(Cl)cc2)c2ccccn2)CC1,1,nt,nt,101,nt,nt,101,5,-18,nt,?
COC(=O)C(Cc1ccc(O)cc1)NC(=O)C(CC(=O)OC(C)(C)C)NC(=O)OC(C)(C)C (stereo unspecified),5,24,13,105,2,0,103,6,-57,1.7,101
COC(=O)c1ccc(S(=O)(=O)NCCSc2nnc3c4ccccc4n(C)c3n2)cc1,20,nt,7,99,4,0,99,11,-11,0.9,100
